High-throughput results: PubChem BioAssay, Broad Institute
F508del corr: correctors of CFTR F508del function in bronchial epithelial cells; activity (quench increase), % at 7.58 µM; AID 720511; CFBE cells, YFP halide quenching; stimulated with forskolin plus potentiator P3; % fluorescence drop versus neutral controls; 350,000 compounds, 0.36% hits;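 active = mean added fluorescence quench of at least 8% versus neutral control, with both replicates also reaching 8%; inconclusive = only one of the mean or replicate conditions met; inactive = mean below 8% and not both replicates reaching 8%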;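 note: cells transiently co-express mutant CFTR-F508del with the halide-sensitive YFP; corrector assay measuring rescue of mutant channel to the surface after 24 h compound exposure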
EWS-Fli block: EWS/Fli transcriptional activity inhibition; A673 NR0B1-luciferase reporter, viability-normalised; inhibition, % at 12.6 µM; 350,000 compounds, 0.67% hits;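 active = mean inhibition of at least 50% after viability correction, with every replicate also passing that limit; inconclusive = mean reaches 50% but only one of two replicates passes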;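 note: firefly luciferase signal divided by Alamar Blue viability fluorescence both relative to DMSO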
DENV2 CPE rescue: inhibitors of DENV2 cytopathic effect; DENV2-infected cells, cytopathic effect rescue, plate reader; CPE inhibition, % at 9.99 µM; 350,000 compounds, 1.7% hits; in the data active = CPE inhibition above about 20%, passing the limit was not always enough; inconclusive = no clear call, values can overlap the other calls; tested in BHK-21 cells;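 note: 0% = median of neutral control wells and 100% = median of positive control wells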
miR122 inh: inhibitors of miR-122 in Huh7 cells | Huh7 miR-122 Renilla luciferase sensor, 48 h; neutral wells = 0, positive control = 100 | 340,000 compounds, 0.3% hits | activation (reporter increase), % at 12.5 µM;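 active = mean replicate activation score at least 90 and every replicate individually at or above 90; inconclusive = only one of the two criteria met; inactive = neither criterion met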;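 note: higher luciferase means less miR-122 activity so hits act as miR-122 inhibitors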
PAX8 inh HTS: inhibitors of PAX8 transcriptional activity in RMG-I cells. inhibition, % at 12.6 µM. RMG-I TPO-luciferase reporter, SteadyGlo, 24 h. 360,000 compounds, 1.2% hits. AID 652154;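 active = mean replicate inhibition at least 60% with every replicate also reaching 60%; inconclusive = only one of the two criteria is met; inactive = mean below 60% and not all replicates reaching 60%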;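 note: luciferase light reporting Pax8 driven TPO promoter activity; plate controls were median of neutral control wells for no effect and mitoxantrone controls for full effect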
FN deposition inh: fibronectin deposition inhibition; AH1F fibroblasts, Alexa488-fibronectin deposition fluorescence, overnight; inhibition, % at 12.6 µM; 350,000 compounds, 0.086% hits;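 active = mean inhibition across replicates of 30% or more, regardless of how many single replicates reach that level; inconclusive = mean under 30% yet at least half of replicates reach 30%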;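 note: positive control wells lacked labelled fibronectin entirely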
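Material – AH1F fibroblast monolayer, labelled fibronectin deposition · Reagent – labelled fibronectin 24 nM · Timing – 1 h adhesion, overnight exposure · Measured by – fluorescence at 485 nm excitation, 525 nm emission · Read-out – inhibition of fibronectin deposition signal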
INS-1E GSIS act: primary screen for activators of insulin secretion dependent on glucose, INS-1E cells, GLuc reporter luminescence; INS-1E GLuc reporter insulin secretion, 2-3 h; activation, % at 16.6 µM; 370,000 compounds, 0.61% hits; AID 743287;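 active = lowest replicate activation of at least 40%, so every replicate reaches that level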;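 note: 0% = median of neutral control wells and 100% = median of IBMX positive control wells; some compounds called inactive have numbers as strong as hits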
* = called active by the depositor; ? = inconclusive; / = not tested or not shown; [ ] = remark or other dose.

SMILES	F508del corr	EWS-Fli block	DENV2 CPE rescue	miR122 inh	PAX8 inh HTS	FN deposition inh	INS-1E GSIS act
O=C(/C=C/[C@H]1O[C@@H](n2cnc3c(NC(=O)c4ccccc4)ncnc32)[C@H](O)[C@@H]1O)NCCCN1CCCC1=O	0.0	3.2	-6.0	-2.5	-0.9	-12.6	-6.4
NS(=O)(=O)c1ccc(NC2=CC(c3ccc(F)cc3)N(c3ccc(S(N)(=O)=O)cc3)C2=O)cc1 (configuration not stated)	4.3	-2.4	4.9	16.8	5.7	0.1	-12.3
CCNC(=O)[C@@H]1[C@@H](CO)[C@@H]2Cn3c(ccc(-c4cncnc4)c3=O)[C@H]1N2C(=O)Nc1ccccc1	-0.7	7.9	0.3	5.4[16.7 µM]	/	/	2.7
CNC(=O)C[C@@H]1CC[C@H]2[C@@H](COc3ccc(NC(=O)c4cc(F)cc(F)c4)cc3C(=O)N2C)O1	0.7	-4.6	-0.2	0.0[16.7 µM]	-13.0	9.0	0.2
Cc1onc(-c2ccccc2)c1CNS(=O)(=O)c1cccc(Br)c1	-0.9	11.0	4.0	/	12.8	1.4	-35.9
CS(=O)(=O)c1ccccc1-c1nnc(NC(=O)c2ccc3ncsc3c2)o1	-4.6	-7.3	?	2.5	-7.6	/	14.0
COc1ccc(/C=C2/CCC(CN3CCOCC3)C2=O)cc1 (configuration not stated)	-0.9	56.7*	-2.2	/	5.0	7.9	-3.6
COc1ccc(NC(=O)N(C)C[C@H]2OCCCC[C@H](C)Oc3ccc(NC(=O)Nc4ccc5c(c4)OCO5)cc3C(=O)N([C@@H](C)CO)C[C@H]2C)cc1	-3.3	4.8	1.7	/	-8.0	/	9.3
O=C(CNCc1ccccn1)Nc1cc(C(F)(F)F)ccc1N1CCOCC1	-2.9	2.4	6.1	2.0	-4.7	-1.2	6.3
COc1ccc(-c2csc(NC(=O)CSc3n[nH]c(N)n3)n2)cc1	1.3	-13.7	2.0	-0.2	-16.9	-15.2	16.9

Nine of these compounds, set out differently:
| SMILES | F508del corr | EWS-Fli block | DENV2 CPE rescue | miR122 inh | PAX8 inh HTS | FN deposition inh | INS-1E GSIS act |
| --- | --- | --- | --- | --- | --- | --- | --- |
| O=C(/C=C/[C@H]1O[C@@H](n2cnc3c(NC(=O)c4ccccc4)ncnc32)[C@H](O)[C@@H]1O)NCCCN1CCCC1=O | 0.0 | 3.2 | -6.0 | -2.5 | -0.9 | -12.6 | -6.4 |
| NS(=O)(=O)c1ccc(NC2=CC(c3ccc(F)cc3)N(c3ccc(S(N)(=O)=O)cc3)C2=O)cc1 (configuration not stated) | 4.3 | -2.4 | 4.9 | 16.8 | 5.7 | 0.1 | -12.3 |
| CCNC(=O)[C@@H]1[C@@H](CO)[C@@H]2Cn3c(ccc(-c4cncnc4)c3=O)[C@H]1N2C(=O)Nc1ccccc1 | -0.7 | 7.9 | 0.3 | 5.4[16.7 µM] | / | / | 2.7 |
| CNC(=O)C[C@@H]1CC[C@H]2[C@@H](COc3ccc(NC(=O)c4cc(F)cc(F)c4)cc3C(=O)N2C)O1 | 0.7 | -4.6 | -0.2 | 0.0[16.7 µM] | -13.0 | 9.0 | 0.2 |
| Cc1onc(-c2ccccc2)c1CNS(=O)(=O)c1cccc(Br)c1 | -0.9 | 11.0 | 4.0 | / | 12.8 | 1.4 | -35.9 |
| CS(=O)(=O)c1ccccc1-c1nnc(NC(=O)c2ccc3ncsc3c2)o1 | -4.6 | -7.3 | ? | 2.5 | -7.6 | / | 14.0 |
| COc1ccc(/C=C2/CCC(CN3CCOCC3)C2=O)cc1 (configuration not stated) | -0.9 | 56.7* | -2.2 | / | 5.0 | 7.9 | -3.6 |
| COc1ccc(NC(=O)N(C)C[C@H]2OCCCC[C@H](C)Oc3ccc(NC(=O)Nc4ccc5c(c4)OCO5)cc3C(=O)N([C@@H](C)CO)C[C@H]2C)cc1 | -3.3 | 4.8 | 1.7 | / | -8.0 | / | 9.3 |
| O=C(CNCc1ccccn1)Nc1cc(C(F)(F)F)ccc1N1CCOCC1 | -2.9 | 2.4 | 6.1 | 2.0 | -4.7 | -1.2 | 6.3 |

Continued.
SMILES	F508del corr	EWS-Fli block	DENV2 CPE rescue	miR122 inh	PAX8 inh HTS	FN deposition inh	INS-1E GSIS act
CCOC(=O)C1(C)CCN1C(=O)c1ccc(Cl)nc1 (configuration not stated)	-1.5	-0.1	4.1	-0.3	2.1	/	16.8
CC(=O)N1[C@@H]2Cn3c(ccc(/C=C/c4ccccc4)c3=O)[C@H]1[C@@H](C(=O)N(C)C)[C@@H]2CO	/	-6.9	2.3	/	/	/	-1.3
C[C@H]1CCCCO[C@@H](CN(C)C(=O)Nc2ccc3c(c2)OCO3)[C@@H](C)CN([C@@H](C)CO)C(=O)c2cc(NC(=O)CCC(F)(F)F)ccc2O1	-1.1	-1.1	-1.2	0.3[16.7 µM]	/	/	-14.9
COc1cc(-c2nnc3n(CCc4ccccc4)c(=O)c4ccccc4n23)cc(OC)c1OC	/	-0.2	-3.7	/	16.6	5.8	-19.0
O=C(Nc1cccc2ncccc12)C(c1ccccc1)c1ccccc1	-2.0	3.3	3.3	/	4.4	3.2	14.2
CC(C(=O)Nc1ccc2c(c1)OCO2)n1cnc2c1c(=O)n(C)c(=O)n2C (configuration not stated)	-3.3	0.4	5.3	-13.6	-0.8	7.7	/
COc1cccc(NC(=O)NC2CCN(CC(=O)Nc3ccccc3[N+](=O)[O-])CC2)c1	-4.9	14.5	6.7	-11.5	23.9	4.2	4.0
COC(=O)c1nc2n(n1)C(c1ccc(OC)c(OC)c1)C(C(=O)OC1CCCCC1)=C(C)N2 (configuration not stated)	/	/	/	-4.4	7.8	12.2	/
Cc1ccc(S(=O)(=O)N2CCC(C(=O)OCC(=O)NC3(C#N)CCCCC3)CC2)cc1C	2.0	2.7	4.1	-6.9	4.8	-3.9	-26.3
O=C(CN1CCN(S(=O)(=O)c2ccccc2F)CC1)NCC1(N2CCOCC2)CCCCC1	3.5	4.2	-10.7	-3.0	0.5	6.2	/
Cc1cccc(C(=O)N[C@H](C(=O)Nc2ncc(C)s2)C(C)C)c1	-0.4	37.2	-4.9	/	70.4*	1.8	-21.7
COC(=O)c1ccc2c(C)c(C(C)(C)O)[nH]c2c1	-3.3	-3.1	-15.1	-1.4	-22.9	-3.5	19.1
Cc1cc(=O)[nH]c(SCC(=O)Nc2ccc(S(N)(=O)=O)cc2)n1	-0.7	6.6	-0.8	1.6	-9.1	/	-2.7
COC(=O)C(C)N1C(=O)S/C(=C/c2cc(C)n(C(C)C)c2C)C1=O (configuration not stated)	/	/	/	-0.3	-109.1	4.8	/
COC(=O)C[C@@H]1CC[C@H]2[C@H](COc3ccc(NS(=O)(=O)c4ccccc4Cl)cc3C(=O)N2C)O1	/	0.1	8.6	/	14.3	-17.8	-8.6
CC(=O)Nc1ccc(S(=O)(=O)NCC2CCC(C(=O)NC3CCCCCC3)CC2)cc1 (configuration not stated)	-1.0	3.1	-9.1	/	26.9	4.3	2.9
COc1ccc([C@H]2CC(=O)C=C(c3ccc4c(c3)OCO4)C2)cc1	1.4	-24.2	-1.9	-3.8	-8.2	-8.7	-0.2
CN(C)C(=O)NC1c2ccccc2-c2ccccc21	-1.3	0.0	-2.0	2.1	0.6	-5.6	-3.8
COc1cc(-c2cc3nc(NCc4ccco4)ccn3n2)cc(OC)c1OC	-2.1	4.3	6.7	/	-3.2	/	/
COC(=O)C[C@H]1CC[C@H]2[C@@H](COC[C@@H](O)CN2S(=O)(=O)c2cn(C)cn2)O1	0.3	-3.7	0.8	-4.2[16.7 µM]	-1.3	-9.1	10.3
CC1(C(=O)NS(=O)(=O)c2ccc3ccccc3c2)CCN1C(=O)CC1CCCCC1 (configuration not stated)	1.0	-5.4	11.6	1.0	-8.6	-13.4	-3.6
C(CCc1nn[nH]n1)CCC1CCCCC1	5.6	-9.0	-11.4	-6.5	-8.7	7.7	/
CCNC(=O)C1(C)CCN(C(=O)c2ccc(C)c(F)c2)C1 (configuration not stated)	2.3	-2.4	-1.5	-2.3	-0.9	0.3	-2.9
CCOC(=O)N1CCC(NC(=O)C2CCN(C(=O)N3CC(C)Oc4ccc(C)cc43)CC2)CC1 (configuration not stated)	/	/	/	-11.1	-15.9	2.2	/
CC12CCC(=O)N1C(C(=O)Oc1cccc(F)c1)CS2 (configuration not stated)	3.1	-2.7	?	-5.9	-9.2	5.5	-2.4
O=S(=O)(c1ccccc1)N1CCN(Cc2cccc(Cl)c2)CC1	/	/	/	-2.0	-8.8	-2.8	/
COc1ccc(N(CC(=O)NCc2ccc3c(c2)OCO3)S(C)(=O)=O)cc1OC	-4.7	5.0	2.7	-5.6	/	/	0.1
COc1ccc2nc(NC(=O)CSc3nnnn3C)sc2c1	-4.0	-66.3	4.0	/	-92.9	-6.7	5.7
Cc1cc(NC(=O)CCC(=O)N(CC(=O)NCC2CCCO2)c2cccc(C)c2C)no1 (configuration not stated)	0.9	11.8	9.6	/	-0.2	7.4	6.3
COc1ccccc1CNCC(=O)N1CC(=O)Nc2ccccc21	-2.0	47.7	1.2	/	0.7	-8.8	/
COCCn1c(N)c(N(Cc2ccccc2)C(=O)C(C)Oc2ccc(Br)cc2)c(=O)[nH]c1=O (configuration not stated)	-0.4	0.6	0.1	-0.5	16.2	-0.6	-7.7
Cc1cc(C)cc(NC(=O)C2CC(=O)n3ncnc3N2)c1 (configuration not stated)	3.4	-12.0	-0.4	-5.4	-4.4	7.8	7.1
Cc1cc(OCC(=O)Nc2ccccc2C)no1	-2.3	-2.4	6.8	-3.7	-2.9	-10.4	24.2
C[C@H]1CN([C@@H](C)CO)C(=O)c2cc(/C=C/c3ccccc3)cnc2O[C@@H]1CN(C)C(=O)c1ccc2c(c1)OCO2	0.1	-2.4	3.2	-8.1[16.7 µM]	33.0	/	-50.8
CC(C)(C)OC(=O)C[C@@H]1C/C=C\C[C@@H](CC(=O)N[C@H](CO)Cc2ccccc2)C(=O)N2CCC[C@@H]2COC1=O	-0.7	-24.5	/	2.1	-4.4	0.9	0.8
O=c1nc2n(c3cccc(Cl)c13)CCCCC2	-2.3	14.2	7.3	-0.3	25.1	1.1	-6.2
OC1(c2cccs2)CN(c2ccc(Cl)cc2)C2=[N+]1CCCC2 (configuration not stated)	-0.8	-8.9	-1.7	/	12.8	/	22.8
CCSc1nc(-c2ccco2)ccc1C#N	/	/	/	-3.7	-1.5	-7.1	/
Cc1ccc(S(=O)(=O)N(C)C[C@H]2OCCCC[C@@H](C)Oc3ccc(NC(=O)CCCN(C)C)cc3C(=O)N([C@@H](C)CO)C[C@@H]2C)cc1	-2.0	-0.5	-7.1	-2.7[16.7 µM]	10.5	-6.5	9.1
COCCN(C[C@H]1N[C@H](CO)[C@H]1c1ccc(-c2ccc(F)cc2)cc1)C(C)=O	-1.5	-4.4	-15.3	7.1[16.7 µM]	13.6	-3.2	-7.4
O=C(Nc1ncc(Cc2ccc(SC(F)F)cc2)s1)c1ccc(OC(F)F)cc1	/	52.7*	-4.1	/	?	16.3	/
O=C(CN1C(=O)NC2(CCc3ccccc32)C1=O)Nc1c(Cl)cccc1Cl (configuration not stated)	0.9	-5.5	-1.5	-4.3	14.7	-10.6	-8.8
Cc1cc(Cl)ccc1OCC(=O)Nc1cccc(S(=O)(=O)NC2=NCCCCC2)c1	-2.2	3.8	2.1	2.3	-5.5	10.5	-62.8
CN(C)CC(=O)Nc1ccc2c(c1)[C@@H]1C[C@@H](CC(=O)NCc3cccc(F)c3)O[C@H](CO)[C@@H]1O2	-1.0	-1.9	-6.2	2.6[16.7 µM]	-2.8	/	-1.8
COc1ccccc1CCNC(=O)C(=O)NCC1OCCN1S(=O)(=O)c1ccccc1 (configuration not stated)	-2.0	-0.9	5.5	-5.1	9.9	4.1	/
COc1ccc(NC(=O)CN2C(=O)NC(C)(C3CC3)C2=O)cc1S(=O)(=O)N1CCCCC1 (configuration not stated)	-2.3	5.6	2.0	/	-3.5	0.3	-5.1
